Screening results (PubChem BioAssay)
NS5 inhibitors – Dengue-2 NS5 methyltransferase inhibitors, primary screen, biochemical, confirmation dose response (AID 588689). inhibition, % at 25 µM, or IC50 in µM where a hit was titrated. actives 0.3% (n = 340,000). Dengue-2 NS5 methyltransferase capping enzyme assay, biochemical; higher % means a stronger effect; in the data active = a potency from the dose series; inconclusive = inhibition above about 29% without an active follow-up result
NTR1 ag – agonists of NTR1, primary screen, imaging, U2OS cells, beta-arrestin-GFP, high content (AID 493036); Neurotensin receptor type 1 (Homo sapiens), P30989; NTR1-U2OS beta-arrestin-GFP spot imaging, agonist mode; activation, % at 20 µM; actives 0.17% (n = 330,000);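 active = activation at or above 40% of the spot to cytoplasm intensity ratio, with at least 20 cells analyzed; inconclusive = wells under 20 cells, flagged as cytotoxic or low count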;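 also: 0% = DMSO without peptide and 100% = 100 nM NTR1 peptide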
Target sequence (P30989 whole entry, looked up): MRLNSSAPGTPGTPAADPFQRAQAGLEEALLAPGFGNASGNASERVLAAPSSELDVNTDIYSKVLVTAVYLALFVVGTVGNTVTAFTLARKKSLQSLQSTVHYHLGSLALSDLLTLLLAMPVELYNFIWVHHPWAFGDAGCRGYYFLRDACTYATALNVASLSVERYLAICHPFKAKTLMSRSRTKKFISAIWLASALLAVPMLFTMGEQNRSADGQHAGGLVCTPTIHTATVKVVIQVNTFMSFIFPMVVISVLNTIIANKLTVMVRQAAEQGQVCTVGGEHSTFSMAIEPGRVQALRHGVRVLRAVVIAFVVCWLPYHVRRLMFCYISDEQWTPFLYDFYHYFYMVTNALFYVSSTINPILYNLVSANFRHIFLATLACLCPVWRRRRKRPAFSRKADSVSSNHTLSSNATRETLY
MgcRacGAP inhibition – MgcRacGAP GTPase-activating activity inhibitors, confirmation, biochemical, ADP Hunter fluorescence; Rac GTPase-activating protein 1 (Homo sapiens); MgcRacGAP-stimulated Rac1 GTP hydrolysis, ADP Hunter fluorescence; higher % means a stronger effect; GST-tagged Rac1 F28L mutant substrate; inhibition, % at 30 µM, or IC50 in µM where a hit was titrated; actives 0.6% (n = 340,000); AID 624330, 2012;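 active = first-screen hits whose inhibition reached a set limit at any dose in the follow-up dose series; inconclusive = inhibition above the set first-screen limit but never retested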;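 also: fluorescence reports GDP produced by GAP-driven GTP hydrolysis; strong numbers were not always called active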
West Nile antiviral – West Nile virus antiviral activity, cell-based, CPE readout (AID 1621); West Nile virus-infected cells, CPE inhibition; higher % means a stronger effect; one-dose CPE inhibition, % at 10 µM; IC50 in µM for titrated hits; actives 0.02% (n = 290,000); in the data active = a potency from the dose series; inconclusive = CPE inhibition mostly from about 3.7% at the one dose, without a potency; inactive = the rest, 99 in 100 with CPE inhibition below about 2.2%; also: strong numbers were not always called active
RSV antiviral HEp-2 – RSV antiviral activity via CPE protection, HEp-2 cells, primary 10 µM value included (AID 2391). actives 0.13% (n = 310,000). HEp-2 cells, RSV-induced CPE inhibition; higher % means a stronger effect. CPE inhibition, % at 10 µM; hits with a dose series show IC50 in µM; in the data active = a potency from the dose series; inconclusive = CPE inhibition mostly from about 23% at the one dose, without a potency; inactive = the rest, 99 in 100 with CPE inhibition below about 21%; also: strong numbers were not always called active
UTI89 phage lysis – inhibition of K1F phage lysis, E. coli UTI89, bacterial capsule biogenesis inhibitors, alamar blue (AID 488966) | E. coli UTI89 K1F phage lysis, alamar blue, 2 h; higher % means a stronger effect | inhibition, % at 100 µM, or IC50 in µM where a hit was titrated | actives 0.02% (n = 340,000);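 active = phage lysis inhibition, versus mean bacterial control, above a set limit; inconclusive = no clear call, values can overlap the other calls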;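 also: capsule biogenesis inhibitors block K1F phage lysis so surviving cells raise fluorescence; higher fluorescence means more inhibition of phage lysis; actives were called in the ten point dose series up to 300 µM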
AID2073 – inhibitors of Mint1-CaV2.2 protein interaction, biochemical, HTRF (AID 2073); actives 0.19% (n = 290,000); Voltage-dependent N-type calcium channel subunit alpha-1B (Homo sapiens); inhibition, % at 20 µM; hits with a dose series show IC50 in µM; HTRF protein-protein interaction, Mint1-CaV2.2; higher % means a stronger effect; in the data active = inhibition mostly above about 51%, no sharp cut-off; inconclusive = no clear call, values can overlap the other calls; inactive = mostly below about 53%; also: some results filed as inactive read as strong as hits
Large T inhibition – SV40 large T antigen inhibitors, biochemical (AID 1903); actives 0.39% (n = 310,000); inhibition, % at 20 µM; hits with a dose series show IC50 in µM; SV40 large T antigen ATPase/helicase inhibition assay; higher % means a stronger effect; in the data active = a potency from the dose series; inconclusive = inhibition mostly from about 32% at the one dose, without a potency; inactive = the rest, 99 in 100 with inhibition below about 32%; also: strong numbers were not always called active
SIAH1 antagonists – Siah-1 peptide-binding antagonists, primary screen, biochemical, fluorescence polarization, rhodamine-plectin, uHTS (AID 1817) | E3 ubiquitin-protein ligase SIAH1 (Homo sapiens) | Siah-1 / rhodamine-plectin peptide fluorescence polarization; higher % means a stronger effect | displacement, % at 20 µM; hits with a dose series show IC50 in µM | actives 0.02% (n = 290,000);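 active = displacement of at least 50% at 20 µM, with a fluorescence ratio check between 0.3 and a set limit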;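 also: plate controls were Siah plus tracer with DMSO for no effect and tracer alone without Siah for full effect; strong numbers were not always called active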
NTR1 ag cell count 20 µM – further read-out of NTR1 ag, marked with its call; cell count; measured here: cell count, cytotoxicity flag
* marks the source's active call; other numbers are inactive results; ? = inconclusive; . = no result given; [ ] = dose if it differs, or a comment.

SMILES	NS5 inhibitors	NTR1 ag	NTR1 ag cell count 20 µM	MgcRacGAP inhibition	West Nile antiviral	RSV antiviral HEp-2	UTI89 phage lysis	AID2073	Large T inhibition	SIAH1 antagonists
O=C(NCC1CCCO1)C(c1cccs1)N(Cc1cccs1)C(=O)c1ccc(-c2ccccc2)[nH]1 (stereo not drawn)	1.5%	7.7	43	-5.3%	-0.7%	0.9%	-0.7%	-2.1%	7.0%	5.9%
COc1ccc(C(=O)Nc2nc(-c3ccccc3)c(C(C)=O)s2)c(OC)c1	-6.9%	5.4	52	3.2%	3.3%	1.0%	0.3%	33.7%	-1.6%	-1.4%
O=C(CC1SC(N2CCOCC2)=NC1=O)Nc1cc([N+](=O)[O-])ccc1Cl (stereo not drawn)	-5.9%	-1.4	46	2.6%	-0.3%	4.2%	3.6%	-1.8%	23.2%	2.0%
COc1ccc(N2CCN(C(=O)c3cccnc3)CC2)c([N+](=O)[O-])c1	-6.1%	-2.6	40	-1.1%	-0.6%	1.1%	-0.1%	3.8%	6.1%	-0.1%
C=CCn1c(SCC(=O)NNC(=S)Nc2ccccc2)nnc1-c1ccccc1	0.8%	1.8	59	3.6%	-0.5%	0.1%	-0.1%	-28.3%	13.6%	-5.4%
CCOc1ccc(N(CC(=O)N/N=C(\C)c2cccc(NC(C)=O)c2)S(=O)(=O)c2ccccc2)cc1	-7.2%	1.5	79	.	-0.4%	0.4%	0.1%	5.7%	7.7%	-1.5%
CCOC(=O)/C=C1\SCC(=O)N1CC(=O)N1CCOCC1	1.5%	0.2	35	7.8%	0.0%	-1.4%	0.6%	-6.8%	10.0%	4.7%
CCOc1ccc2[nH]c(C)c(CN3CCOCC3)c(=O)c2c1	-3.5%	-0.2	57	11.3%	-0.4%	-1.2%	0.8%	-7.3%	16.0%	8.1%
CN(Cc1cn(-c2ccccc2)nc1-c1cc2ccccc2o1)C(=O)CCC(=O)O	-8.2%	0.5	46	-10.0%	0.3%	-0.7%	1.1%	6.1%	8.3%	3.3%
C/C(N)=C(/C#N)C(=O)COC(=O)c1ccc(C#N)cc1	-4.6%	1.4	65	-2.9%	0.1%	0.8%	0.1%	-1.6%	5.7%	-2.7%
CCCCn1c(N)c(N(CC)C(=O)c2cccc(F)c2)c(=O)[nH]c1=O	-9.8%	-1.1	34	9.2%	-0.3%	0.4%	0.5%	23.0%	-7.5%	-3.5%
O=C(NC1CC1)C1CCN(c2ccc(S(=O)(=O)N3CCOCC3)cc2)CC1	3.2%	1.8	77	7.3%	-0.4%	0.6%	0.5%	7.9%	2.8%	-1.4%
COc1cc(/C=C/C(=O)Nc2cccc(S(=O)(=O)N3CCOCC3)c2)ccc1OCC#N	-4.5%	2.7	73	5.0%	.	4.2%	0.7%[50 µM]	.	.	.
O=C(OCc1ccc([N+](=O)[O-])cc1)c1ccc(N2CCCC2)c([N+](=O)[O-])c1	-7.7%	1.0	56	3.5%	0.7%	5.4%	-0.1%[50 µM]	2.7%	-1.6%	8.0%
O=C(CN(C(=O)CSc1nc2ccccc2o1)c1cccc(F)c1)NC1CCCCC1	0.7%	2.3	67	1.9%	-0.7%	1.1%	3.5%	2.1%	-1.0%	2.1%
CCOC(=O)C1CCCN(CCC(=O)Nc2cccc(F)c2)C1 (stereo not drawn)	-2.8%	-0.1	56	3.5%	0.1%	0.0%	8.3%	13.2%	15.0%	4.8%
CCC1Oc2ccccc2N(Cc2ccccc2C)C1=O (stereo not drawn)	-7.2%	2.2	93	6.5%	0.5%	1.3%	2.4%	1.0%	7.6%	3.5%
COc1cc2cc3c(N)c(C(=O)Nc4sc(C)c(C)c4C#N)sc3nc2cc1OC	4.2%	-0.8	51	23.4%	1.7%	1.0%	0.0%	11.8µM*	18.2%	-16.6%
OCCC1CN(CCCc2ccccc2)CCN1Cc1ccccc1 (stereo not drawn)	3.8%	-0.5	53	9.1%	-0.5%	-2.7%	0.1%	-10.2%	8.6%	2.7%
O=C(NC(=S)Nc1ccccc1N1CCCC1)c1ccc(F)cc1	0.9%	3.4	81	6.3%	0.1%	2.4%	-0.1%	44.7%	7.4%	3.3%
CC(=O)c1ccc(OCCCC(=O)Nc2cccc(S(=O)(=O)N3CCCCCC3)c2)cc1	-4.8%	3.0	62	5.4%	.	.	-0.2%	.	.	.
CCCCc1ccc(NC(=S)N2CCN(C(=O)OCC)CC2)cc1	-9.3%	1.3	81	1.3%	-0.1%	1.5%	2.6%	-15.9%	4.0%	3.1%
CCC(=O)c1cn(CC(=O)Nc2cccc(C)c2C)c2ccccc12	3.1%	-0.5	50	10.1%	-1.1%	1.7%	7.7%	3.6%	1.4%	1.3%
Cc1cc(C)nc(SCC(=O)O)n1	-1.6%	-0.6	53	13.3%	0.3%	-1.0%	0.0%	-6.3%	8.2%	1.1%
Cc1ccccc1OCc1nnc(SCc2nc3ccccc3c(=O)[nH]2)n1C	10.2%	.	.	5.1%	-0.4%	-0.3%	1.2%	-5.1%	12.9%	-5.0%
O=C1c2ccccc2C(=O)N1CC1c2ccccc2CCN1C(=O)CN1CCOCC1 (stereo not drawn)	0.0%	3.4	35	-3.3%	-0.6%	-0.7%	-0.7%	21.2%	2.5%	13.2%
CCOc1ccccc1C(=O)N[C@H](C(=O)Nc1nc2c(s1)CCCC2)C(C)C	-6.4%	-2.2	97	9.7%	-0.9%	1.3%	0.3%	-3.3%	19.3%	1.1%
COc1ccc(CN2CCN(C(=O)Cn3nc(C)n4cccc4c3=O)CC2)c(OC)c1OC	-8.6%	-0.8	64	13.4%	0.0%	.	0.1%	1.6%	10.7%	4.2%
Cc1ccc(C(=O)NCCOC23CC4CC(CC(C4)C2)C3)cc1	-0.7%	0.2	55	4.8%	-0.4%	-0.2%	2.1%[50 µM]	-11.6%	4.9%	-0.2%
Cc1ccccc1S(=O)c1ccccc1C(=O)O (stereo not drawn)	-3.1%	0.2	68	0.2%	0.2%	-1.7%	-0.3%	-27.7%	17.5%	11.7%
CCOC(=O)c1oc2cccc(O)c2c1CN(Cc1ccccc1)C(C)=O	-8.2%	1.1	97	4.7%	0.4%	1.3%	0.1%	18.2%	2.2%	-1.3%
Cc1oc(-c2ccc(Cl)cc2)nc1CS(=O)CC(=O)NCc1ccco1 (stereo not drawn)	-11.6%	1.0	55	-2.9%	-0.1%	2.2%	0.3%	3.5%	19.1%	12.8%
COC(=O)c1c(NC(C)=O)csc1C	.	1.2	46	.	-0.2%	.	.	1.1%	1.7%	9.2%
CC(NC(=O)c1ccc(CS(C)(=O)=O)cc1)c1ccc(-c2ccccc2)cc1 (stereo not drawn)	-5.0%	-0.5	52	6.9%	-0.5%	1.0%	0.2%	35.8%	5.4%	3.7%
Cc1ccc(S(=O)(=O)N2CCCCC2)cc1NC(=O)COC(=O)C1=COCCO1	1.7%	-0.5	48	0.5%	0.1%	-1.0%	1.1%	8.2%	8.2%	-4.0%
CC(=O)c1ccccc1NC(=O)COC(=O)CCCN1C(=O)c2cccc3cccc(c23)C1=O	-5.8%	0.2	55	-0.2%	-0.5%	5.3%	-2.9%	7.1%	6.5%	5.2%
COc1cccc(OC)c1C(=O)N1CCN(C(=O)c2ccc(-c3ccccc3)cc2)CC1	-2.6%	2.4	52	7.8%	-0.5%	0.6%	0.7%	12.0%	-4.0%	-5.5%
CCSc1nnc(SCC(=O)NNC(=O)c2ccccc2F)s1	-4.9%	-1.3	54	3.0%	0.3%	0.4%	-0.1%	-7.8%	5.9%	-2.9%
O=C(CSc1nc2ccccc2n1S(=O)(=O)c1ccccc1)N1CCCCC1	4.0%	-0.9	63	3.5%	0.1%	6.5%	0.7%	7.8%	0.7%	-0.3%
C/C(=N\NC(=O)c1ccccc1O)c1c(O)cc(C)oc1=O	-2.0%	2.5	86	-10.9%	2.0%	1.7%	?	-3.8%	-7.4%	-1.6%

Quoted at random: 3 compounds from above, in no set order.
SMILES	NS5 inhibitors	NTR1 ag	NTR1 ag cell count 20 µM	MgcRacGAP inhibition	West Nile antiviral	RSV antiviral HEp-2	UTI89 phage lysis	AID2073	Large T inhibition	SIAH1 antagonists
Cc1ccccc1S(=O)c1ccccc1C(=O)O (stereo not drawn)	-3.1%	0.2	68	0.2%	0.2%	-1.7%	-0.3%	-27.7%	17.5%	11.7%
COc1cccc(OC)c1C(=O)N1CCN(C(=O)c2ccc(-c3ccccc3)cc2)CC1	-2.6%	2.4	52	7.8%	-0.5%	0.6%	0.7%	12.0%	-4.0%	-5.5%
Cc1ccc(S(=O)(=O)N2CCCCC2)cc1NC(=O)COC(=O)C1=COCCO1	1.7%	-0.5	48	0.5%	0.1%	-1.0%	1.1%	8.2%	8.2%	-4.0%

Next part:
SMILES	NS5 inhibitors	NTR1 ag	NTR1 ag cell count 20 µM	MgcRacGAP inhibition	West Nile antiviral	RSV antiviral HEp-2	UTI89 phage lysis	AID2073	Large T inhibition	SIAH1 antagonists
O=C(NC(=S)N1CCCc2ccccc21)c1ccc([N+](=O)[O-])cc1	-5.6%	1.1	55	7.5%	-0.5%	1.3%	1.0%	-3.7%	3.0%	-4.2%
O=C(NNc1nc2ccc(Cl)cc2s1)c1cc(-c2cccs2)nc2ccccc12	-1.4%	22.0	82	0.6%	.	-0.9%	0.0%	17.6%	23.3%	7.1%
Cc1ccc(C)c(N2N=C(C(=O)Nc3cccc(S(=O)(=O)N4CCCCC4)c3)CCC2=O)c1	-7.3%	0.3	78	5.7%	.	6.3%	1.2%[50 µM]	.	.	.
Cc1cc(C)cc(COn2ccnc2)c1	-7.0%	1.0	56	1.6%	0.2%	0.7%	0.0%	13.8%	-4.5%	-1.7%
Cc1cc(=O)[nH]c(SCC(=O)N2CCN(C(=O)c3ccco3)CC2)n1	-12.4%	-1.2	49	2.5%	.	.	0.7%[50 µM]	.	.	.
COc1ccc(NC(=S)Nc2cccc(C(F)(F)F)c2)c(C)c1	5.5%	-0.7	34	4.5%	-0.4%	4.4%	-0.4%	-7.6%	25.8%	2.2%
COc1ccc(C(=O)Nc2ccccc2SCc2cc(=O)n3nc(C)sc3n2)cc1OC	-3.2%	0.7	58	10.4%	-0.3%	2.9%	0.4%	-2.4%	14.8%	-1.1%
O=C(NC1CCCCCCC1)c1c(O)c2ccccc2[nH]c1=O	-7.2%	1.0	36	3.9%	-0.6%	-0.9%	0.0%	1.7%	-0.8%	-8.1%
Cc1ccc(NC(=O)N2CCOCC2)c(C)c1	0.0%	-0.3	59	1.6%	0.2%	1.4%	4.9%	-7.1%	26.9%	-3.3%

Compounds were not picked by outcome; any-hit rate near 1.6%.
